High-throughput results (PubChem)
Wnt act: activators of Wnt/beta-catenin signaling; Wnt/beta-catenin reporter cell assay, activator, plate reader; activation, % at 9.35 µM; hit rate 1.2% among 300,000; AID 743398; in the data active means activation above about 30%, passing the limit was not always enough; inconclusive means no clear call, values can overlap the other calls;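 further: 0% = neutral control wells and 100% = positive control wells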
Rtt109 HAT inh: inhibitors of Candida albicans Rtt109/Vps75 histone acetyltransferase | Q5AAJ8 | purified Rtt109/Vps75, ThioGlo CoA-SH fluorescence, 4 h | inhibition, % at 34.9 µM | hit rate 0.16% among 330,000;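 active means inhibition of at least 50% in every replicate; inconclusive means best replicate reaches 50% inhibition but some replicates fall short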
Target sequence (Q5AAJ8 whole entry, looked up): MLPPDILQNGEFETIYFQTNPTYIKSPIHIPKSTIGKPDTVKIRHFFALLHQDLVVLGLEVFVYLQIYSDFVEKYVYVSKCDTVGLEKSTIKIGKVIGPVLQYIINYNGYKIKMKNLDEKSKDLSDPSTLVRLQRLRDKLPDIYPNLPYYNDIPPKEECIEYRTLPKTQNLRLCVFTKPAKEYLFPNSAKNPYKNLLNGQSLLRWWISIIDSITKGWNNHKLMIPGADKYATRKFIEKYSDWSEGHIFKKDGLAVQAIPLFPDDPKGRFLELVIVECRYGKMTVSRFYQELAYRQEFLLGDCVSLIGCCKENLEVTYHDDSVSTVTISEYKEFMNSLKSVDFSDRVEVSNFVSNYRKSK
V-ATPase pH: alters yeast V-ATPase proton transport; response, % at 10 µM; S. cerevisiae, pHLuorin cytosolic pH fluorescence; hit rate 0.37% among 350,000; in the data active means response mostly above about 7.3%, no sharp cut-off; inactive means mostly below about 5.4%; further: actives read high; inactives centre near 0; some compounds called inactive have numbers as strong as hits; reference of the scale not given here
CAL PDZ FP-1: inhibitors of human CAL PDZ peptide binding; AID 602252; inhibition, % at 24.9 µM; hit rate 0.92% among 300,000; purified CAL PDZ, TMR-peptide fluorescence polarization, 1 h; Q9HD26;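 active means mean inhibition of at least 30% with at least half of replicates also reaching 30%; inconclusive means no clear call, values can overlap the other calls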;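 further: 0% = DMSO neutral control and 100% = excess unlabeled competitor peptide PRC23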
Tat export inh: inhibitors of E. coli Tat protein transport; AID 488895; E. coli MC4100 TorA-mCherry Tat export, fluorescence; hit rate 0.036% among 340,000; inhibition, % at 10 µM;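 active means mean replicate inhibition at least 50% and at least half of replicates individually reaching 50%; inconclusive means only one of the two criteria met; inactive means neither criterion met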;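 further: exported cargo escapes ClpAP degradation while cytoplasmic cargo is degraded and loses fluorescence; 0% = median of neutral control wells and 100% = median of NaSCN control wells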
cardiac RTF act: cardiac RTF calcium sensitization | AID 493008 | activation, % at 7.2 µM | P19429+P45379 | IANBD-labeled TnC RTF fluorescence at EC20 calcium; 0% EC20 calcium, 100% full calcium | hit rate 0.24% among 340,000;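 active means activation above the mean over all tested compounds plus 3 SD, cut at about 30% in these data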;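 further: rise in fluorescence read as greater calcium sensitivity of cardiac thin filaments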
MITF TRPM1 HTS: MITF TRPM1 promoter activation in melanoma cells; SK-MEL-5 TRPM1-promoter luciferase, 24 h; % of positive control, neutral wells = 0; activation, % at 12.5 µM; hit rate 0.75% among 300,000; AID 588334;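 active means mean activation of at least 80% with every replicate also reaching 80%; inconclusive means mean reaches 80% but some replicate falls short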;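 further: 0% = neutral control wells and 100% = parthenolide positive control wells; values of inactives mirror those of a sister screen read the other way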
dFosB act: enhances mouse delta FosB homodimer DNA binding; hit rate 0.99% among 340,000; purified delta FosB, TAMRA-CDK5 oligo fluorescence polarization; percent of positive-control signal above neutral wells; P13346; activation, % at 25 µM;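 active means mean activation above about 17%, with every replicate also reaching it, limit read from the data, passing the limit was not always enough; inconclusive means only one of the two conditions met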;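 further: fluorescence polarization rise as delta FosB binds a TAMRA Cdk5 AP-1 oligo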
Target sequence (P13346 whole entry, looked up): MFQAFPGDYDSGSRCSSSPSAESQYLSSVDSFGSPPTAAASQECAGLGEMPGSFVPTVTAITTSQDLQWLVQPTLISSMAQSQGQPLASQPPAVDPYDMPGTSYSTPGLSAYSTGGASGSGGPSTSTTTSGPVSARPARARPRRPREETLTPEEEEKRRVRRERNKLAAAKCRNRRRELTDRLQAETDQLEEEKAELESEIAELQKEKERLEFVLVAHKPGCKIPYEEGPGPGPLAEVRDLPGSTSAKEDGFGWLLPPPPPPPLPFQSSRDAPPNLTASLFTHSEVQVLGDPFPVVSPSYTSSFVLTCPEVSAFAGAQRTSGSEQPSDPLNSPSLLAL
CDK5 p35 inh: inhibitors of human CDK5/p35 kinase | Q00535+Q15078 | AID 488839 | inhibition, % at 10 µM | Recombinant CDK5/p35, ADP-Glo luminescence, 60 min | hit rate 0.01% among 330,000;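 active means highest replicate inhibition of at least 50% and at least 75% of replicates reaching 50%; inconclusive means only one of the two criteria met; inactive means both criteria failed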;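 further: plate controls were DMSO neutral control for no effect and GW8510 at 10 µM for full effect; many of its hits are not listed in these tables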
CAL PDZ FP-2: blocks peptide binding to human CAL PDZ domain | purified CAL PDZ, TMR-peptide fluorescence polarization, 1 h | hit rate 0.02% among 330,000 | Q9HD26 | AID 504414 | inhibition, % at 20 µM;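 active means highest replicate inhibition of at least 40%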;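 further: plate controls were DMSO neutral control wells for no effect and unlabeled competitor peptide control wells for full effect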
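Assay system – tagged CAL PDZ protein CerCALP, purified · Timing – 1 h at RT · Compound – single point, 20 µM · Measured by – fluorescence polarization from S- and P-plane intensities, G-factor corrected · Evaluation – inhibition from polarization loss · Probe or stimulus – TMR reporter peptide T*-PRC34 · Buffer or medium – pH 7.4 phosphate-saline buffer, reducing agent, detergent, IgG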
* = called active by the depositor; ? = inconclusive; . = not tested or not shown.

SMILES	Wnt act	Rtt109 HAT inh	V-ATPase pH	CAL PDZ FP-1	Tat export inh	cardiac RTF act	MITF TRPM1 HTS	dFosB act	CDK5 p35 inh	CAL PDZ FP-2
Clc1ccc(-c2nnc(-c3ccccc3)nc2-c2c[nH]c3ccccc23)cc1	-11.8	.	0.8	3.0	-4.6	4.5	-6.5	1.4	2.0	-0.4
COC(=O)[C@H](C)NC(=O)Nc1cc(OC)ccc1OC	.	-1.3	-2.4	-6.0	-2.8	-1.1	-7.8	-1.0	0.5	-2.1
O=C(CC1C[C@H](C(=O)N2CCCCC2)[C@@]2(CCc3ccccc3)c3[nH]c4ccccc4c3CCN2C1=O)NCCCn1ccnc1 (stereo partly specified)	-0.4	0.1	-1.3	-4.0	1.1	9.7	-5.2	-3.1	0.1	-0.4
CC1(C2CC2)NC(=O)N(CC(=O)NCc2ccc(Cl)cc2Cl)C1=O (stereo unspecified)	-0.3	-2.9	-2.8	-2.4	16.3	-4.1	6.7	-1.3	1.2	-1.0
N#Cc1c(-c2ccccc2)cc(-c2ccccc2)nc1SCC(=O)O	2.2	-0.7	-5.2	-5.9	-4.4	2.2	-31.7	-9.9	0.5	-8.9
CCOC(=O)Cc1cc(=O)n2[nH]c(C)c(-c3ccc(OC)cc3)c2n1	.	2.1	13.7	.	0.9	-0.4	-4.0	-2.8	0.5	-0.7
CC(=O)CSc1ncnc2nc[nH]c12	.	6.2	2.4	-0.9	-5.4	5.9	6.2	-1.6	2.4	-1.0
COc1cccc(-n2c(SCC(=O)Nc3sc4c(c3C(N)=O)CCC4)nc3ccccc3c2=O)c1	0.3	-4.4	1.3	-1.5	2.4	-1.0	-2.0	-2.0	-0.9	-0.8
O=C(COc1ccccc1Cl)Nc1cccc(S(=O)(=O)NC2=NCCCCC2)c1	1.4	4.2	4.6	-6.9	0.8	0.0	8.0	-12.7	0.7	-3.1
CC(NC(=O)CCCc1c[nH]c2ccccc12)c1ccc(F)cc1 (stereo unspecified)	1.1	10.0	-0.7	0.5	-0.2	-6.0	-5.3	-13.4	0.3	-1.1
Cc1ccc(-c2nc(CS(=O)(=O)CC(=O)NC3CCCCCC3)c(C)o2)cc1	0.3	-9.9	-5.2	1.0	-3.0	-10.4	8.1	7.2	0.6	-1.4
CCOC(=O)COc1ccc2c(=O)c(-c3ccccc3)coc2c1	-2.4	7.3	-0.9	.	-0.3	0.0	20.2	-7.2	0.9	-1.5
N/C(=N\OC(=O)CCC1CCCC1)c1ccc(Cl)cc1	0.8	3.0	-1.0	.	-3.6	-4.0	-0.6	0.7	-2.4	-0.6
c1ccc2c(OCCCN3CCCCCC3)cccc2c1	-3.0	0.6	-2.8	-5.4	?	-2.9	.	-3.4	4.8	-1.3
Cc1ccc(C(=O)Nn2cnnc2)c(Cl)c1	-2.4	-0.2	-4.2	-4.0	-2.7	-3.9	.	3.4	0.6	-0.6
Cc1nnc(SC(C)C(=O)Nc2ccc(N3CCOCC3)cc2)n1Cc1ccccc1 (stereo unspecified)	1.1	9.8	2.5	0.5	-3.3	-0.7	-3.1	-9.2	1.1	-0.2
Cc1nn(CC(=O)NCC2CCCO2)c(=O)c2ccccc12 (stereo unspecified)	-0.5	-4.2	3.4	-1.0	-8.1	-10.3	-10.3	-0.5	-1.2	.
COc1nonc1NC(=O)CSc1nc2ccccc2[nH]1	.	-3.7	4.9	-0.8	0.1	-4.7	-0.4	5.5	0.1	-1.4
Cc1ccc(S(=O)(=O)N2c3ccccc3NC(=O)CC2C)cc1 (stereo unspecified)	-1.1	12.7	-4.5	-2.8	-6.1	-0.1	-14.8	-1.3	-2.5	-0.4
CCOC(=O)CC(C)(C)/C(C)=N/Nc1ccc([N+](=O)[O-])cc1[N+](=O)[O-]	.	16.1	-4.9	-2.3	-2.3	-0.5	-14.5	-9.6	-1.7	-1.2
CCc1ccc(C(=O)NNC(=O)CC2OC(=O)c3ccccc32)cc1 (stereo unspecified)	5.9	-3.1	1.9	-2.7	-6.1	1.2	11.3	-5.3	-0.1	-1.7
CS(=O)(=O)N1CCN(c2ccccc2NC(=O)c2cc(Br)ccc2Cl)CC1	-1.7	1.6	-1.1	-3.0	0.5	4.1	-10.4	-5.8	-0.3	0.0
O=S(=O)(CCc1nc2ccccc2o1)c1ccc(Cl)c(Cl)c1	.	-12.0	.	-0.9	0.2	9.6	-10.7	-10.9	0.4	-0.4
O=C(OCCN1C(=O)c2ccccc2C1=O)C1CCN(S(=O)(=O)c2cccs2)CC1	-1.5	3.7	-0.7	3.1	-5.3	3.1	.	3.3	-0.2	-0.9
COC(=O)c1ccc(C(=O)NC2CCCc3c2cnn3-c2ccccc2F)nc1 (stereo unspecified)	-6.9	-5.3	0.2	-5.3	-0.5	2.7	-12.1	-8.5	1.0	-2.7
O=C(C1=C[C@@H](c2ccccc2)C[C@@H](OCc2ccc(CO)cc2)O1)N1CCOCC1	-3.0	3.5	0.6	-1.4	-14.9	2.2	-5.7	0.9	0.9	-1.6
CCCCC(=O)Nc1cccn2ncnc12	-1.6	3.2	0.1	5.5	-0.7	0.4	-6.8	-2.1	-0.2	0.5
CSc1ccccc1C(=O)Nc1nccs1	3.7	11.3	-6.0	-0.6	-2.1	-2.8	-7.4	-3.3	-0.3	-2.0
O=[N+]([O-])c1ccc(S(=O)(=O)NCCc2ccncc2)cc1	0.0	4.9	0.8	-3.1	-2.3	-2.5	4.5	-3.8	1.0	-0.3
O=C(c1ccc(F)cc1)N1CCN(c2ccc(N3CCOCC3)nn2)CC1	0.6	-3.3	-1.9	-2.2	0.1	-5.9	1.1	-1.0	1.5	0.1
CN(C)S(=O)(=O)c1ccc(N2CCCC2)c(C(=O)NNC(=O)COc2ccccc2F)c1	-2.0	4.5	1.7	-18.0	-1.6	-1.7	0.9	-1.9	0.5	-0.5
CCC1(CC)NC(=O)N(CC(=O)Nc2ccc(-n3cnnn3)cc2)C1=O	0.6	4.1	8.7	-1.9	-5.7	-3.2	6.3	2.9	1.9	-0.8
COc1ccc(OCCSc2ncn[nH]2)cc1	.	-9.3	3.4	.	0.3	1.3	0.9	3.8	-0.2	0.2
Cc1ccc(S(=O)(=O)N2CCN(C(=O)CSCc3ccc(C(C)C)cc3)CC2)cc1	-0.1	6.2	1.4	-5.7	14.3	-2.1	.	-14.0	-1.6	0.1
O=C(CCCN1C(=O)c2ccccc2C1=O)Nc1ccc(S(=O)(=O)N2CCOCC2)cc1	.	-11.5	-4.8	.	-0.4	1.9	-2.9	-3.8	2.2	-0.3
COc1ccc(CCNC(=O)COC(=O)CCC(=O)c2ccc(F)cc2)cc1	-0.4	19.1	0.3	3.3	-5.8	0.0	4.0	2.7	-0.1	-0.4
COc1ccc(Cl)cc1C(=O)N1CCN(c2ccccn2)CC1	.	8.7	1.6	-2.7	-4.9	5.6	1.9	1.5	1.4	.
O=C(CO/N=C/c1ccc(OC(F)F)cc1)NCc1ccc(F)cc1	-2.3	10.8	-3.2	-0.1	7.5	2.5	-10.7	-3.6	1.3	-3.7
CNC(=S)N1N=C2c3ccccc3CCC2C1c1ccccc1Cl (stereo unspecified)	1.7	2.2	3.5	-1.5	-2.4	-6.6	.	-13.1	0.2	0.0
O=C(Nc1nc2nccc(-c3ccccc3)n2n1)c1ccccc1	12.2	2.7	-1.6	.	-9.1	0.9	.	-2.1	-0.8	-0.4
Cc1cc(C(=O)CSc2nc3ccccc3[nH]2)c(C)n1CC1CCCO1 (stereo unspecified)	.	0.3	-2.4	.	-5.6	2.9	-33.1	-4.9	-1.1	-2.3
CN(Cc1ccccc1)Cc1nc2c(c(=O)n(C)c(=O)n2C)n1CCCc1ccccc1	.	.	-3.2	-0.7	0.5	3.8	4.0	-7.6	0.1	-4.9
COc1ccc2oc(C(=O)NC3(C)CCS(=O)(=O)C3)c(C)c2c1 (stereo unspecified)	-2.5	28.2	0.0	-0.2	-2.7	5.8	6.4	-5.0	0.6	-2.1
Cc1c(C)c2ccc(OCC(=O)N3CCN(c4ccccc4)CC3)cc2oc1=O	.	1.2	-0.5	-4.1	2.8	-3.2	3.0	-8.4	0.8	-1.2
Cc1ccc(CNC(=O)CCN2C(=O)[C@@H]3Cc4ccccc4CN3C2=O)cc1	0.0	34.7	-2.0	0.9	-4.6	-1.3	-9.7	-8.0	0.3	-2.5
O=C(OCCCN=C1NS(=O)(=O)c2ccccc21)c1ccc(F)cc1	.	-12.2	2.9	-4.3	1.1	5.7	-2.5	-5.1	-1.9	0.1
Cc1ccc(C2(C)NC(=O)N(CC(=O)Nc3ccc(-c4nc5ccc(C)cc5s4)cc3)C2=O)cc1 (stereo unspecified)	37.6*	-2.3	-0.5	1.7	-5.5	8.2	59.0	4.3	-3.6	-2.0
CC(C)(CC(=O)O)CC(=O)O	-1.4	-1.5	1.3	-3.5	-8.5	8.4	-3.5	7.6	1.4	-0.6
Cc1cccc(CN2C(=O)CCSc3ccc(Cl)cc32)c1	0.7	-13.1	-2.0	.	-1.3	-3.4	.	-4.3	-0.4	0.0
COc1ccc(/C=N/OCC(=O)N2CC3(C)CC2CC(C)(C)C3)cc1 (stereo unspecified)	-3.2	-3.5	-1.2	-0.9	-0.1	-6.0	0.9	-6.5	-0.9	-2.7

Further structures.
SMILES	Wnt act	Rtt109 HAT inh	V-ATPase pH	CAL PDZ FP-1	Tat export inh	cardiac RTF act	MITF TRPM1 HTS	dFosB act	CDK5 p35 inh	CAL PDZ FP-2
C=CCn1c(-c2cccc3ccccc23)n[nH]c1=S	-6.1	2.1	1.1	49.7*	0.5	-1.7	3.3	-3.5	2.9	-0.8
CCCC1(CCC)NC(=O)NC1=O	.	-9.6	-1.0	-3.0	-2.5	13.5	-6.9	-1.9	0.7	0.0
CSc1ccc(/C=N/NC(=O)c2ccccc2Cl)cc1	7.5	-7.1	2.1	-2.6	-0.9	-1.4	44.2	1.0	1.3	-0.4
O=C(COC(=O)CCCc1nc2ccccc2s1)Nc1ncc(Cl)cc1Cl	-1.3	-6.7	3.1	.	-2.0	-4.9	-2.9	-8.7	-0.8	-1.1
Cc1cc(OCC(O)CN2CCOCC2)cc(C)c1Cl (stereo unspecified)	-0.8	1.0	-0.8	-5.1	3.0	-0.6	.	-1.4	0.1	1.3
Cc1ccccc1NCCC(=O)Nc1ccc(F)cc1	4.8	-10.1	-1.3	-1.5	-4.0	0.3	.	3.0	-3.6	-3.8
O=c1c(-c2ccc(O)cc2)coc2cc(OC3OC(CO)C(O)C(O)C3O)cc(O)c12 (stereo unspecified)	?	-1.5	-2.5	7.8	-4.6	-4.2	30.5	-2.7	1.8	-1.8
